MITF act – MITF TRPM1 promoter activation in melanoma cells; SK-MEL-5 TRPM1-promoter luciferase, 24 h; % of positive control, neutral wells = 0; activation, % at 12.5 µM; 300,000 compounds, 0.75% hits; AID 588334;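 active = mean activation of at least 80% with every replicate also reaching 80%; inconclusive = mean reaches 80% but some replicate falls short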;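 note: 0% = neutral control wells and 100% = parthenolide positive control wells; values of inactives mirror those of a sister screen read the other way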
NSD2 HMT inh – inhibitors of human histone methyltransferase NSD2 | O96028 | NSD2 peptide methylation, AlphaScreen, 120 min | inhibition, % at 12.5 µM | 310,000 compounds, 0.54% hits; in the data active = inhibition above about 50%
SUMO Mot1 rescue – inhibitors of SUMOylation pathway: yeast Mot1-301 growth rescue; S. cerevisiae Mot1-301 growth rescue, ATP luminescence, 38.5C; percent above DMSO median, 100 means doubled; growth rescue, % at 18.8 µM; 320,000 compounds, 1% hits;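 active = every valid replicate shows activation above 250% relative to neutral control wells; inactive = the rest, any valid replicate at or below 250%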;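 note: OY570 slx delta 5 strain wells were the positive control but not used for scaling; some compounds called inactive have numbers as strong as hits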
PKA-R1A activ – PKA-R1A complex activation | 340,000 compounds, 0.083% hits | activation, % at 11.4 µM | AID 504707 | PKA-R1A dissociation, Cy5-IP20 fluorescence polarization; scaled: DMSO 0%, 113 µM cGMP 100% | P00514+P68181;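 active = percent activation above the mean of all tested compounds plus 3 SD, cut at about 19% in these data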;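 note: higher means more PKAc released from R1A so a rise in polarization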
CDK5 p35 inh – CDK5/p35 (human) kinase inhibition. Q00535+Q15078. Recombinant CDK5/p35, ADP-Glo luminescence, 60 min. inhibition, % at 10 µM. 330,000 compounds, 0.01% hits;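 active = highest replicate inhibition of at least 50% and at least 75% of replicates reaching 50%; inconclusive = only one of the two criteria met; inactive = both criteria failed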;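 note: plate controls were DMSO neutral control for no effect and GW8510 at 10 µM for full effect; many of its hits are not listed in these tables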
SR-BI DiI-HDL act – enhances SR-BI lipid uptake from DiI-HDL; activation, % at 12.5 µM; 320,000 compounds, 0.096% hits; CHO ldlA[mSR-BI] cells, DiI-HDL uptake fluorescence, 3 h; 100 = double the neutral-control signal;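 active = mean replicate activation of at least 60% and every replicate at or above 60%; inconclusive = mean or all-replicate condition met, but not both; inactive = mean below 60% and not all replicates reaching 60%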;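 note: 0% = median plate neutral-control signal and 100% = twice that signal; values of inactives mirror those of a sister screen read the other way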
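Assay system: LDL receptor-deficient CHO ldlA cells overexpressing murine SR-BI / Medium: BSA-supplemented, HEPES-buffered Ham's F12, pH 7.4 / Probe or stimulus: DiI-labelled HDL at 10 µg/mL final / Timing: compound with DiI-HDL co-incubation, 3 h at 37 °C / Technique: bottom-read cell fluorescence after medium removal, ex 550/em 595 nm / Measure: HDL uptake via cellular fluorescence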
dFosB activator – mouse delta FosB homodimer activation; P13346; purified delta FosB, TAMRA-CDK5 oligo fluorescence polarization; percent of positive-control signal above neutral wells; activation, % at 25 µM; 340,000 compounds, 0.99% hits;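 active = mean activation above about 17%, with every replicate also reaching it, limit read from the data, passing the limit was not always enough; inconclusive = only one of the two conditions met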;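 note: fluorescence polarization rise as delta FosB binds a TAMRA Cdk5 AP-1 oligo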
SR-BI HDL uptake – blocks mouse SR-BI lipid uptake from DiI-HDL. ldlA[mSR-BI] CHO cells, DiI-HDL uptake fluorescence, 3 h. inhibition, % at 12.5 µM. 320,000 compounds, 0.96% hits;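 active = mean replicate inhibition of at least 70% and a set share of replicates each scoring 70 or more; inconclusive = meets just one of the two criteria; inactive = fails both criteria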;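 note: 0% = median of neutral control wells and 100% = median of positive control wells; values of inactives mirror those of a sister screen read the other way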
Arr AP2 block – human beta-arrestin and AP2 interaction inhibition. FITC-arrestin peptide / GST-AP2 beads, flow cytometry; AP2 beta2 appendage carries R879A mutation. inhibition, % at 10 µM. 340,000 compounds, 0.31% hits;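 active = inhibition above a set limit, near 3 SD of compounds lacking own fluorescence, cut at about 54% in these data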;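 note: plate controls were DMSO wells for no effect and 5 µM unlabelled arrestin peptide for full effect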
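test system = AP2 appendage R879A on GSH beads | buffer or medium = PBS plus Tween 20 (0.05%) and BSA (0.1%) | incubation = 12 min plus 1 h, RT | detection = bead flow cytometry, FITC channel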
Pemphigus Ab inh – inhibitors of pemphigus antibody binding to human desmoglein-3 | P32926 | DSG3-coupled beads, scFv-anti-DSG3-GFP binding, flow cytometry; hits give low values | binding (percent of control), % at 10 µM | 310,000 compounds, 0.48% hits | AID 588358;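 active = binding more than 3 SD below its plate's average and above zero; inconclusive = below that plate limit but binding exactly zero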;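 note: hits lower antibody fragment binding to DSG3; some compounds called inactive have numbers as strong as hits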
Target sequence (P32926 whole entry, looked up, the tested form may be a part): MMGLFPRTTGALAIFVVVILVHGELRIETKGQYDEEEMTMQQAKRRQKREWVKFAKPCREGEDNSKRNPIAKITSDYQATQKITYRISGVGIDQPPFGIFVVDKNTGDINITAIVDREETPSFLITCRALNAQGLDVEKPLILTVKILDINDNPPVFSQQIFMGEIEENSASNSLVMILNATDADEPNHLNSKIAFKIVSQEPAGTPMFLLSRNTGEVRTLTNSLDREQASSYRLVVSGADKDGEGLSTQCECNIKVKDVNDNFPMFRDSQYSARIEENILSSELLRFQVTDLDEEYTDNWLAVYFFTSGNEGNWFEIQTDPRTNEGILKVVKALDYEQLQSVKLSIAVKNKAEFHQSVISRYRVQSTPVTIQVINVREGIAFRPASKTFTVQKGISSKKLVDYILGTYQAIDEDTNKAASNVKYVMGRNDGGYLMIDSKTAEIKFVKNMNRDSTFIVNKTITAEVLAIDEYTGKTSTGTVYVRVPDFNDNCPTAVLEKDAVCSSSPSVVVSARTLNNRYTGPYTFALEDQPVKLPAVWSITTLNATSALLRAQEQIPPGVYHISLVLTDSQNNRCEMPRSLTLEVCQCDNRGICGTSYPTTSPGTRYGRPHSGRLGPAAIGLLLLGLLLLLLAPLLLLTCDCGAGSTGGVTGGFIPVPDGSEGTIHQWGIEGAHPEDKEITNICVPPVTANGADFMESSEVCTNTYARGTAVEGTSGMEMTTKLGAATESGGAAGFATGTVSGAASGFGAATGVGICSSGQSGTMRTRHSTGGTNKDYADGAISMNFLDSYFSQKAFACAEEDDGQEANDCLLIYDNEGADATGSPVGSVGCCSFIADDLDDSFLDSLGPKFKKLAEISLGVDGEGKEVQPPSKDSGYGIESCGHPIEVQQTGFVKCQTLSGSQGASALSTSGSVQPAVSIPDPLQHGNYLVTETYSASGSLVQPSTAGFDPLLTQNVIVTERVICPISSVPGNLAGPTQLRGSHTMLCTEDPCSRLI
PKA-R2B act – activators of human PKA-R2B complex; 340,000 compounds, 0.079% hits; activation, % at 11.4 µM; PKA-R2B holoenzyme dissociation, Cy5-IP20 fluorescence polarization; R2B truncated from residue 108, S112A mutant; 0% DMSO only, 100% 113 µM cGMP;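 active = activation above a cutoff set at the mean over all compounds plus 3 SD, cut at about 18% in these data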;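 note: higher means more holoenzyme dissociation and a rise in polarization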
Numbers without * were called inactive; u = inconclusive; x = no result given.

SMILES	MITF act	NSD2 HMT inh	SUMO Mot1 rescue	PKA-R1A activ	CDK5 p35 inh	SR-BI DiI-HDL act	dFosB activator	SR-BI HDL uptake	Arr AP2 block	Pemphigus Ab inh	PKA-R2B act
O=C(O)/C=C/C(=O)NCCc1ccccc1	2	-1	-34	3	-1.9	11	2	-11	-17	101	5
O=C(NC1CCCCC1)C1CC(=O)N(c2ccccc2)C1 (centres undefined)	12	0	-12	-2	-1.2	x	6	x	-1	115	-1
CCN(CC(=O)NNC(=O)c1ccccc1)Cc1ccc(OC)c(F)c1	14	-4	-4	12	-1.3	-22	-4	22	26	x	-7
COc1cccc(/C=N/NC(=O)CCCC(=O)NC2CCCCC2)c1	-14	-1	5	1	0.1	22	-8	-22	14	94	-22
O=c1[nH]c(=S)[nH]c2scc(-c3ccc(Br)cc3)c12	3	2	4	-3	-0.1	-16	2	16	0	x	8
c1ccc(OCc2nn3c(C4CCCCC4)nnc3s2)cc1	-1	-4	-14	-4	0.3	25	-8	-25	2	101	-3
CC(C)CSc1nc(N)nc2c1ncn2C1OC(CO)C(O)C1O (centres undefined)	7	0	x	-3	-0.8	15	-4	-15	9	97	-5
O=C(N/N=C/c1c(F)cccc1Cl)c1cc(C2CC2)[nH]n1	61	0	-2	-2	x	-14	-8	14	-2	x	0
O=C(CCNS(=O)(=O)c1cccs1)N1CCc2ccccc2C1	42	13	-3	8	1.4	39	4	-39	21	102	4
O=C(Nc1ccc(S(=O)(=O)Nc2ncccn2)cc1)c1cccnc1	12	-2	6	8	-0.3	24	3	-24	-8	98	-5
N#C/C(C(=O)NCCc1ccccc1)=C1/N=C(NC(=O)c2cccs2)c2ccccc21	10	2	123	-10	2.2	9	3	-9	24	91	-11
O=C(NC(Cc1ccccc1)C(=O)O)/C(=C/c1ccco1)NC(=O)c1cccc(Br)c1 (centres undefined)	5	4	19	-11	-8.6	8	-6	-8	7	100	-2
CC(=O)Cn1c2ccccc2n2nc(CCC(=O)O)c(=O)nc12	1	-1	4	3	-0.8	18	1	-18	-6	103	-5
CCn1ccc(C(=O)Nc2ccc(Cl)cn2)n1	x	x	-10	-1	-1.9	6	-5	-6	0	100	4
CC1Cc2ccccc2N1C(=O)c1cnc2sccn2c1=O (centres undefined)	-10	x	7	2	0.4	10	-3	-10	5	100	-7
CNC(=O)CSc1nnc(-c2ccco2)n1-c1cccc(OC)c1	-5	1	310	-5	-1.0	5	-2	-5	4	116	-9
O=C(COc1ccc(S(=O)(=O)N2CCOCC2)cc1)Nc1ccc(Cl)c(C(F)(F)F)c1	-15	19	8	0	0.9	-19	-5	19	3	97	-2
CC(=O)Nc1cccc(C(=O)NNC(=O)c2ccc(-n3cnnn3)cc2)c1	12	-1	1	-5	0.7	1	7	-1	0	119	7
CN(CCNC(=O)C1CC(=O)N(C2CCCC2)C1)Cc1ccccc1 (centres undefined)	-11	x	x	-2	0.1	23	-1	-23	-4	100	-23
COc1cccc(N=C2SC(C(=O)Nc3ccccc3F)CC(=O)N2C)c1 (centres undefined)	-2	-2	-7	-10	6.4	-71	3	u	27	101	3
C=CCOc1ccc(/C=C/C(=O)OCC(=O)NCCC2=CCCCC2)cc1	-4	-1	0	7	-1.0	3	-4	-3	-1	106	-4
Cc1nc2cc(NC(=O)NC3CC3)ccc2n1C	14	-7	-7	-12	0.7	7	-5	-7	20	117	-5
CC(C)C(OC(=O)CN1C(=O)COc2ccccc21)C(=O)NC1CCCC1 (centres undefined)	8	-4	784*	1	0.0	5	-3	-5	-2	114	7
CCCNC(=O)c1ccc(C)c(NC(=O)C2=C(C)OCCS2)c1	1	15	197	-2	0.2	-23	4	23	-3	122	10
Cc1ccsc1/C=N/NC(=O)CNC(=O)c1ccc(S(=O)(=O)N(C)C)cc1	13	-6	-10	1	1.8	-42	2	42	0	102	0

Some of the entries above, reformatted.
MITF act,NSD2 HMT inh,SUMO Mot1 rescue,PKA-R1A activ,CDK5 p35 inh,SR-BI DiI-HDL act,dFosB activator,SR-BI HDL uptake,Arr AP2 block,Pemphigus Ab inh,PKA-R2B act,Structure
-2,-2,-7,-10,6.4,-71,3,u,27,101,3,COc1cccc(N=C2SC(C(=O)Nc3ccccc3F)CC(=O)N2C)c1 (centres undefined)
-4,-1,0,7,-1.0,3,-4,-3,-1,106,-4,C=CCOc1ccc(/C=C/C(=O)OCC(=O)NCCC2=CCCCC2)cc1
14,-7,-7,-12,0.7,7,-5,-7,20,117,-5,Cc1nc2cc(NC(=O)NC3CC3)ccc2n1C
8,-4,784*,1,0.0,5,-3,-5,-2,114,7,CC(C)C(OC(=O)CN1C(=O)COc2ccccc21)C(=O)NC1CCCC1 (centres undefined)
1,15,197,-2,0.2,-23,4,23,-3,122,10,CCCNC(=O)c1ccc(C)c(NC(=O)C2=C(C)OCCS2)c1
13,-6,-10,1,1.8,-42,2,42,0,102,0,Cc1ccsc1/C=N/NC(=O)CNC(=O)c1ccc(S(=O)(=O)N(C)C)cc1

The listing picks up; the five compounds before the break are reprinted first.
SMILES	MITF act	NSD2 HMT inh	SUMO Mot1 rescue	PKA-R1A activ	CDK5 p35 inh	SR-BI DiI-HDL act	dFosB activator	SR-BI HDL uptake	Arr AP2 block	Pemphigus Ab inh	PKA-R2B act
C=CCOc1ccc(/C=C/C(=O)OCC(=O)NCCC2=CCCCC2)cc1	-4	-1	0	7	-1.0	3	-4	-3	-1	106	-4
Cc1nc2cc(NC(=O)NC3CC3)ccc2n1C	14	-7	-7	-12	0.7	7	-5	-7	20	117	-5
CC(C)C(OC(=O)CN1C(=O)COc2ccccc21)C(=O)NC1CCCC1 (centres undefined)	8	-4	784*	1	0.0	5	-3	-5	-2	114	7
CCCNC(=O)c1ccc(C)c(NC(=O)C2=C(C)OCCS2)c1	1	15	197	-2	0.2	-23	4	23	-3	122	10
Cc1ccsc1/C=N/NC(=O)CNC(=O)c1ccc(S(=O)(=O)N(C)C)cc1	13	-6	-10	1	1.8	-42	2	42	0	102	0
O=C(NCCc1ccccc1)C1CCC(Cn2c(=O)c3ccccc3n(Cc3cccc(Cl)c3)c2=O)CC1 (centres undefined)	-13	-11	15	1	0.9	x	-5	x	-5	98	-3
CC1CCCC(NC(=O)c2ccc3c(c2)OCCO3)C1C (centres undefined)	71	36	-3	6	0.3	4	-12	-4	-5	x	2
O=C(OCc1ccccc1)C1CCCN1C(=O)c1cccs1 (centres undefined)	2	-2	0	-14	0.7	19	4	-19	-5	106	-6
COc1ccccc1NC(=O)c1cccc(S(=O)(=O)N2CCN(c3ccccc3)CC2)c1	-2	-1	-7	-10	-0.2	-18	0	18	12	101	-17
CCNc1nc(NCC)n2c(SCC(=O)Nc3ccc(C)c(C)c3)nnc2n1	2	-3	7	7	0.8	35	-3	-35	23	98	3
CCN(CC)CCOC(=O)c1c(C)oc2ccc(O)cc12	-4	7	3	-6	0.5	-5	12	5	26	94	-5
Cc1ccc(NC(=O)COc2ccc(-n3cnnn3)cc2)cc1C	-3	19	x	10	1.4	-16	0	16	1	97	-1
O=C(c1ccccc1F)N1CCc2ccccc21	-10	-1	-15	-4	-0.4	3	-1	-3	7	x	-3
COc1ccccc1/C=N/NC(=O)C(C)Cn1cnc2ccccc21 (centres undefined)	2	-1	-11	0	-0.1	-27	-12	27	5	96	-1
Cc1nnc(Nc2ccc(S(N)(=O)=O)cc2)c2ccccc12	x	-2	-8	2	-0.2	4	-6	-4	-2	115	-5
C=CCn1c(=O)n(C)c2c(=O)n(C)c(=O)n(C)c21	-3	-30	x	-2	2.8	-1	-1	1	7	97	1
O=C(O)COCC(=O)NCc1nc(-c2ccc(C(F)(F)F)cc2)no1	x	-1	-5	x	0.4	16	1	-16	-5	101	x
CCOC(=O)C1=C(COC(=O)Cc2ccccc2F)NC(=O)NC1C (centres undefined)	3	0	7	5	-1.1	5	-11	-5	16	105	8
O=C(Nc1ccnn1C1CCNCC1)c1ccc2c(c1)OCO2	4	1	x	-14	-0.5	10	-5	-10	16	94	-3
CC1=C(C(=O)OCc2ccccc2)C(c2ccc(C)o2)C2=C(CCCC2=O)N1 (centres undefined)	-4	x	-4	-11	-0.5	-64	-5	64	40	101	1
Cc1cc(NC(=O)c2ccc(NC(=O)C(C)Oc3ccccc3)cc2)no1 (centres undefined)	8	3	-8	0	-2.2	-8	7	8	-14	88	-4
O=C(CSc1nc2nc[nH]c2c(=O)[nH]1)NC1CCCCC1	8	-5	0	3	0.4	23	-3	-23	-4	99	-1
CC1CC=CCC1(CO)CO (centres undefined)	-1	9	x	7	5.6	13	-3	-13	21	93	-11
Cc1nc(C(=O)Nc2cccc(Cl)c2)nn1-c1cc(OC(C)C)c(Cl)cc1Cl	-5	0	-19	3	0.9	-36	-2	36	9	105	5
CN(CC(=O)Nc1ccccc1Cl)C1CCS(=O)(=O)C1 (centres undefined)	2	1	-5	9	-1.2	1	4	-1	-4	101	-14
CN(C)[C@@H](CO)c1nnc([C@H](CC(=O)O)NC(=O)C2CCNCC2)o1	3	x	4	-5	-0.7	-8	4	8	7	102	2
COc1ccccc1CNC(=O)Cn1ccsc1=N	4	-4	355	-7	0.8	48	-10	-48	3	108	-2
O=C(c1ccccn1)N1CCN(C(=O)c2ccccn2)CC1	-4	0	-14	6	3.8	21	4	-21	2	106	-1

Screening data from PubChem.
